MCF10A rerep – induces DNA re-replication in MCF 10a normal breast cells; 350,000 compounds, 2.9% hits; MCF 10A DNA re-replication, Hoechst nuclear intensity, 48 h; Potency, µM (highest dose often 46.1 µM), inactives show top-dose activity, positive = re-replication, actives largely listed as activators; AID 624296; also: potency is read from the fitted curve at half-maximal effect; % of control where 0% means no effect; nearly all actives have a fitted effect of over 50% in size
KB-3-1 cytotox – kills parental KB-3-1 adenocarcinoma cells; KB-3-1 viability, CellTiter-Glo ATP luminescence, 72 h; Potency, µM (highest dose often 46.1 µM), for the others: at the highest dose activity change, negative = cytotoxic, usual class: cytotoxic; 400,000 compounds, 1.4% hits; also: potency is read from the fitted curve at half-maximal effect; % is scaled to controls: 0 for no effect and ±100 for the full control effect; nearly all actives have a fitted effect of over 60% in size
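Here the drug-naive KB-3-1 line serves as comparator for MDR sub-line selectivity; cells received compound titrations, 72 h at 37 °C, then CellTiter-Glo readout.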
HT1080 IDH1KD tx – HT-1080 IDH1 knockdown cell toxicity (counter line). HT-1080 IDH1 knockdown viability, ATP luminescence, 48 h. Potency, µM (top dose mostly 46.1 µM), without a hit: top-dose activity, negative = toxicity, usual class: cytotoxic. 360,000 compounds, 2% hits. AID 686971;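 also: potency is read from the fitted curve at half-maximal effect; 0% = DMSO wells and -100% = cell-free medium wells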
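CellTiter-Glo luminescence after 48 h compound exposure at 37 degrees C of IDH1-knockdown HT-1080 cells in 5% FBS RPMI. %Activity scaled between DMSO wells and cell-free media wells, with curves fitted and assigned curve classes.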
KB-V1 cytotox – KB-V1 MDR subline cytotoxicity. KB-V1 MDR cells viability, CellTiter-Glo, 72 h. Potency, µM (top dose mostly 46.1 µM), for the others: at the highest dose activity change, negative = cytotoxicity, usual class: cytotoxic. 400,000 compounds, 3.4% hits; also: potency is read from the fitted curve at half-maximal effect; % is scaled to controls: 0 for no effect and ±100 for the full control effect; nearly all actives have a fitted effect of over 60% in size
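KB-V1 cells (P-gp-expressing MDR subline of KB-3-1) in phenol-red-free DMEM with 10% FBS were exposed to library compounds over a concentration series for 72 h at 37 degrees C. Viability read by CellTiter-Glo luminescence; concentration-effect curves fitted after normalization.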
D3 ag – D3 dopamine receptor (human) agonism; D3R DiscoveRx beta-arrestin cells, luminescence, 90 min; max activation, %; 410,000 compounds, 0.58% hits; AID 652048; in the data active = max activation above about 30%; also: 0% is about no effect; mostly tested at two doses, the higher about 12 µM
Target sequence (P35462 whole entry, looked up): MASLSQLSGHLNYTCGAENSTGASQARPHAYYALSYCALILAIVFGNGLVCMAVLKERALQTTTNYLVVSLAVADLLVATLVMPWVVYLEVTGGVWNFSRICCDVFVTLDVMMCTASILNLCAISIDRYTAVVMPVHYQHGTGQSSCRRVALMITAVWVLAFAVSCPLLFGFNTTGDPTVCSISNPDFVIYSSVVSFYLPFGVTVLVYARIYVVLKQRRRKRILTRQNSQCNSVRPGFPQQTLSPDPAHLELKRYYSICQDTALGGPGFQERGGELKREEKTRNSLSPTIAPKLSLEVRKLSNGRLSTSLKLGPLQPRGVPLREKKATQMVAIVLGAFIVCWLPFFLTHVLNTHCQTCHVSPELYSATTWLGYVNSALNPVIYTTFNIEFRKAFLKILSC
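Agonist-mode cell screen: cells plated at 1500/well and incubated overnight at 37 °C, then exposed to library compounds for 90 min at 37 °C. Detection reagent was added for 30–60 min at room temperature, and luminescence was read.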
GLP1R cytotox – cytotoxic in the GLP-1 receptor inverse agonist counter-screen; HEK293 cAMP-luciferase reporter cells, luminescence, 24 h; Potency, µM (series often up to 38.3 µM), without a hit: top-dose activity change, negative = inhibition, hits mostly inhibitors; 410,000 compounds, 0.13% hits; AID 624418;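 also: loss of luciferase light is scored as toxicity; potency is read from the fitted curve at half-maximal effect; % is scaled to controls: 0 for no effect and ±100 for the full control effect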
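Seeding density was 200 cells/uL; after overnight-length (12 h) culture, 23 nL compounds went on for 24 h at 37 °C. Readout used a luciferase detection reagent, luminescence taken after 12 min at room temperature.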
HT1080NT lethal – kills 2HG-producing HT-1080-NT fibrosarcoma cells. HT-1080-NT fibrosarcoma viability, CellTiter-Glo ATP luminescence, 48 h. Potency, µM (doses to about 46.1 µM), for the others: at the top dose activity, negative = less viability, hits mostly cytotoxic. 360,000 compounds, 1.6% hits;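 also: NT is the 2HG producing partner of a matched IDH1 knockdown line; potency is read from the fitted curve at half-maximal effect; 0% = DMSO-treated cells and -100% = media-only wells without cells; nearly all actives have a fitted effect of over 55% in size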
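HT-1080-NT fibrosarcoma cells (2HG-overproducing), 750 cells/well in RPMI with 5% FBS, dosed after 2 h and incubated 48 h at 37C. CellTiter-Glo luminescence normalized to DMSO and no-cell wells; concentration-response curves fitted and classed.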
SW480 rerep – inducers of DNA re-replication in SW480 colon cancer cells; SW480 DNA re-replication, Hoechst DNA content imaging, 48 h; Potency, µM (titrated, usually from 46.1 µM), for the others: at the top dose re-replication activation, most hits filed as activators; 340,000 compounds, 1.8% hits; also: potency is read from the fitted curve at half-maximal effect; % of control where 0% means no effect; nearly all actives have a fitted effect of over 55% in size
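250 cells/well; 23 nL cpd via pin tool; 48 hr, 37 C, 5% CO2; Hoechst 40 min; imager read of total nuclear intensity, ex 405/em 500-530 nm.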
IL1B secr inh – inhibitors of inflammasome signaling (IL-1 beta secretion); activity change, % at 57.5 µM; THP-1 LPS/ATP IL-1B secretion, AlphaLISA, 16 h; stronger effect = lower value; 360,000 compounds, 4.7% hits; AID 743279; in the data active = activity change below about -50%; inconclusive = mostly about -30% to -49%; also: % is scaled to controls: 0 for no effect and ±100 for the full control effect
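Secreted IL-1B measured by AlphaLISA bead assay after 16 h compound exposure of THP-1 cells; compounds (final up to 57.5 uM) added 1 h before LPS (250 ng/mL) and ATP (1.25 mM) stimulation; lower signal means less secretion.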
The depositor's hits bear a star; ? = inconclusive; . = no result given; & = joins results of further samples; [ ] = another dose, or the depositor's remark. Unless noted, calls follow the shape of the dose curve; as a rule, active = well fitted curve in the direction sought with a large enough effect; inconclusive = small, poorly fitted or top-dose-only effect, or another doubt; inactive = no such curve, though single readings can be large; an effect the other way counts as inactive or inconclusive. Rows were taken by chance; about 11% have a hit in one of these screens.

A first look, 5 compounds:
SMILES	MCF10A rerep	KB-3-1 cytotox	HT1080 IDH1KD tx	KB-V1 cytotox	D3 ag	GLP1R cytotox	HT1080NT lethal	SW480 rerep	IL1B secr inh
Cc1ccc(S(=O)(=O)N(CC(=O)NCCSC2CCCCC2)c2ccccc2F)cc1	17%	-7%	-9%	?	-8	-12%	-1%	-4%	28
CCC(=O)NCCn1ccc2ccccc21	-8%	19%	-1%	18%	3	1%	7%	9%	17
COc1ccc(-c2cc(C)no2)cc1S(=O)(=O)NCc1ccc(OC(C)C)cc1	20%	-8%	-4%	?	19&-22	0%&-4%	7%	-15%	49
COc1ccc(C(C)(C)C)cc1NC(=O)COC(=O)C1=NNC(=O)CC1	-1%	7%	4%	0%	3	3%	-2%	0%	21
CC(=O)Nc1ccc(NC(=O)CSc2nnc(C)n2-c2ccccc2)cc1	9%	19%	1%	-8%	8	3%	-2%	-36%[inhibitor]	0

Results, from the start:
SMILES	MCF10A rerep	KB-3-1 cytotox	HT1080 IDH1KD tx	KB-V1 cytotox	D3 ag	GLP1R cytotox	HT1080NT lethal	SW480 rerep	IL1B secr inh
Cc1ccc(S(=O)(=O)N(CC(=O)NCCSC2CCCCC2)c2ccccc2F)cc1	17%	-7%	-9%	?	-8	-12%	-1%	-4%	28
CCC(=O)NCCn1ccc2ccccc21	-8%	19%	-1%	18%	3	1%	7%	9%	17
COc1ccc(-c2cc(C)no2)cc1S(=O)(=O)NCc1ccc(OC(C)C)cc1	20%	-8%	-4%	?	19&-22	0%&-4%	7%	-15%	49
COc1ccc(C(C)(C)C)cc1NC(=O)COC(=O)C1=NNC(=O)CC1	-1%	7%	4%	0%	3	3%	-2%	0%	21
CC(=O)Nc1ccc(NC(=O)CSc2nnc(C)n2-c2ccccc2)cc1	9%	19%	1%	-8%	8	3%	-2%	-36%[inhibitor]	0
CCc1cccc(NS(=O)(=O)c2cccc3cccnc23)c1	20%	-12%	-27%	-11%	15	-2%	-1%	-6%	52
O=S(=O)(Nc1ccc2c(c1)OCCO2)c1ccc(F)c(F)c1	?	6%	-7%	3%	0	10%	2%	-4%	14
CCCc1nnc(NC(=O)C(=O)NCCN(CC)CC)s1	2%	-3%	-9%	-6%	0	3%	-6%	-23%	-2
C=CCc1cc(C)ccc1OCC(O)CN1CCN(c2ccccc2)CC1 (stereo not drawn)	6%	1%	?	-7%	75*	-10%	-29%	3%	0
COc1c(Cl)cnn(-c2ccc(Cl)c(Cl)c2)c1=O	23µM*	-12%	?	?	3	-4%	-27%	?	-98*
Cc1ccc(CCNC(=O)Cn2c(-c3cccs3)cc3ccccc32)cc1	.	-12%	.	-1%	-10	1%	.	.	.
C/C(=N\NC(N)=O)c1ccc(-n2ccnc2)cc1	-4%	3%	10%	?	-3	3%	14%	-15%	-5
COc1ccc2oc(C(=O)N3CCN(S(=O)(=O)c4ccc(F)cc4)CC3)c(C)c2c1	?	7%	-4%	3%	5	-7%	-20%	-9%	4
O=C(c1ccccc1)c1ccc(Sc2ccc([N+](=O)[O-])cc2)cc1	9%	?	-2%	-14%	6	2%	-1%	-9%	-16
COc1cccc(NC(=O)CCSc2nnc3scc(-c4ccccc4)n23)c1	-29%	1%	-2%	?	28	-8%	-1%	0%	18
COc1ccc(NC(C(=O)Nc2cccc(C(C)=O)c2)c2ccccc2)cc1 (stereo not drawn)	?	-4%	1%	4.6µM*	-5	-2%	2%	-72%[inhibitor]	0
Oc1ccccc1C=NNC(=S)NC1CC2C=CC1C2 (stereo not drawn)	.	?	?	?	0	?	-7%	.	118
Cc1cccc(NC(=S)Nc2ccccn2)c1	10%	0%	1%	1%	-2	?	-10%	-5%	11
O=C(CSc1nc2ccccc2n1CCc1ccccc1)c1ccc(O)c(O)c1	?	?	-21%	-11%&-2%	6	?	-21%	?	21
Cc1ccc(NS(=O)(=O)c2c(C(=O)N3CCCCCC3)c(C)n(C)c2C)cc1F	.	14%	.	0%	4	-6%	.	.	.
C=C(C)Cn1c(SCC(=O)O)nnc1-c1ccccc1	3%	1%	19%	-7%	4	2%	7%	-7%	-23
COc1ccccc1C(=O)NCCCN1CCCC1=O	3%	4%	8%	-4%	-15	12%	10%	4%	2
Cc1cc(NC(=O)C2CCCN(S(=O)(=O)c3ccc(Br)s3)C2)ccc1Br (stereo not drawn)	.	-20%	.	-24%	-9	-2%	.	.	.
O=C(C1CCCC1)N1CCN=C1SCc1cccc([N+](=O)[O-])c1	0%	-9%	-3%	-12%	-5	3%	-7%	-9%	-29
CCN(CC)C(=O)C1CCC(CNS(=O)(=O)c2cccc3nsnc23)CC1 (stereo not drawn)	-3%	6%	-1%	6%	3	5%	-1%	-27%	20

Results in SW480 rerep and GLP1R cytotox (three entries from above):
SMILES	SW480 rerep	GLP1R cytotox
COc1ccc(-c2cc(C)no2)cc1S(=O)(=O)NCc1ccc(OC(C)C)cc1	-15%	0%&-4%
CCC(=O)NCCn1ccc2ccccc21	9%	1%
CCCc1nnc(NC(=O)C(=O)NCCN(CC)CC)s1	-23%	3%

Remaining list, next part:
SMILES	MCF10A rerep	KB-3-1 cytotox	HT1080 IDH1KD tx	KB-V1 cytotox	D3 ag	GLP1R cytotox	HT1080NT lethal	SW480 rerep	IL1B secr inh
Cc1cc(C(=O)Nc2c(F)cc(F)cc2Br)no1	0%	0%	-2%	2%	1	16%	-6%	-8%	-9
COC(=O)CCc1sc(Nc2ccc(OC)cc2)nc1-c1ccc(OC)cc1	.	4%	.	?	7	-1%	.	.	.
C=CCOc1c(CNc2ccc3[nH]c(=O)[nH]c3c2)cccc1OC	3%	0%	6%	?	6	-1%	-3%	9%	-6
CC(C)OC(=O)/C(=C\c1ccc2c(c1)c1ccccc1n2C)NC(=O)c1ccccc1	?	-4%	1%	?	8	-2%	0%	2%	-1
CCc1ccc(NC(=O)C2CCN(S(=O)(=O)c3ccc4[nH]c(=O)ccc4c3)CC2)cc1	-1%	0%	-14%	22%	-4	-2%	-6%	-1%	-9
CC(C)Cn1cc(NC(=O)NCc2ccccc2)c2ccccc2c1=O	.	1%	.	5%	-7	8%	.	.	.
COc1ccc(CCNC(=O)C(=O)NCC2OCCN2S(=O)(=O)c2ccc(C)cc2)cc1 (stereo not drawn)	-7%	6%	1%	11%	3	0%	1%	1%	16
Cc1cc(C)cc(C(=O)NCC(=O)OCC(=O)N(C)c2ccccc2)c1	13%	16%	4%	-6%	-6	-5%	9%	4%	-3
Cc1c(Cl)cccc1NC(=O)CC1NCCNC1=O (stereo not drawn)	1%	-6%	12%	2%	2	-13%	12%	5%	2
COc1cc(CNCc2ccccc2)c(Br)cc1OC1CCCC1	?	-2%	?	-10%	-18	-12%	?	6%	-55*
Cc1cc(O)c(C(c2ccccc2)N2CCN(C)CC2)c(=O)n1Cc1ccco1 (stereo not drawn)	.	8%	.	0%	-1	-8%	.	.	.
CCc1cc2c(=O)n(-c3ccc(Br)cc3)cnc2s1	4%	0%	15%	0%	2	-17%	19%	-3%	?
COc1ccc(N=Nc2ccc(O)c3ncccc23)cc1	20%	-5%	4.6µM*	-30%	-23	7%	?	?	93
CN(C(=O)c1ccc(S(=O)(=O)N(C)C)cc1)c1ccc2ccccc2c1	0%	-3%	-18%	-20%	-3	3%	2%	-15%	-3
COc1ccc(Cl)cc1NC(=O)C1CCN(S(C)(=O)=O)CC1	-7%	18%	3%	0%	7	14%	-2%	1%[9.22 µM]	-2
COc1ccc(-n2cnnc2SCC(=O)Nc2cc(C(C)(C)C)nn2-c2ccccc2)cc1	-1%	0%	-1%	1%	10	15%	13%	-13%	-2
CCOC(=O)c1[nH]n(-c2ccc(Cl)cc2)c(=O)c1C	13%	-14%	18%	-29%	-1	-8%	8%	4%	-5
CCN1CCCC1CNC(=O)C1CCN(C(=O)c2cc3sccc3n2Cc2ccc(F)cc2)CC1 (stereo not drawn)	?	-2%	-20%	?	-6	?	-22%	?	0
COc1ccccc1N(CC(=O)N/N=C(\C)c1ccc(F)cc1)S(=O)(=O)c1ccccc1	3%	-1%	5%	?	-3	-13%	5%	-1%	25
CS(=O)(=O)N1CCN(c2ccccc2NC(=O)c2ccc3ccccc3c2)CC1	12%	-2%	-7%	-27%	0	-15%	-19%	-2%	-4
Cc1cc(C)cc(N(CCC#N)C(=O)COC(=O)c2ccccc2SCC(=O)N2CCCC2)c1	-3%	.	2%	.	0	-1%	5%	19%	-13
Cc1cc(C)c2oc(C(=O)N(Cc3ccccc3)C3CCS(=O)(=O)C3)cc(=O)c2c1 (stereo not drawn)	7%	5%	-1%	-6%	-17	6%	-2%	-6%	-8
CCC(C)NC(=O)CSc1nc2c(sc(=S)n2Cc2ccco2)c(=O)n1-c1ccccc1 (stereo not drawn)	0%	-5%	-11%	-22%	-3	-13%	-7%	-5%	2
COc1cc(CN2CCNC(=O)C2CC(=O)N2CCCCO2)cc(OC)c1 (stereo not drawn)	1%	5%	9%	0%	2	-7%	4%	-2%	1
Cc1ccc(S(=O)(=O)N(C)c2ccc(OC(C)C(=O)N(C)c3ccccc3)cc2)cc1 (stereo not drawn)	?	0%	-8%	?	11	-9%	1%	-2%	6

Two records picked at random from the list so far:
SMILES	MCF10A rerep	KB-3-1 cytotox	HT1080 IDH1KD tx	KB-V1 cytotox	D3 ag	GLP1R cytotox	HT1080NT lethal	SW480 rerep	IL1B secr inh
CCN1CCCC1CNC(=O)C1CCN(C(=O)c2cc3sccc3n2Cc2ccc(F)cc2)CC1 (stereo not drawn)	?	-2%	-20%	?	-6	?	-22%	?	0
Cc1ccc(S(=O)(=O)N(C)c2ccc(OC(C)C(=O)N(C)c3ccccc3)cc2)cc1 (stereo not drawn)	?	0%	-8%	?	11	-9%	1%	-2%	6

Screening results (PubChem BioAssay)
